# Source: PubChem (several laboratories)
# dFosB act = enhances mouse delta FosB homodimer DNA binding. P13346. purified delta FosB, TAMRA-CDK5 oligo fluorescence polarization; percent of positive-control signal above neutral wells. activation, % at 25 µM. 340,000 compounds, 0.99% hits;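 active = mean activation above about 17%, with every replicate also reaching it, limit read from the data, passing the limit was not always enough; inconclusive = only one of the two conditions met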;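 also: fluorescence polarization rise as delta FosB binds a TAMRA Cdk5 AP-1 oligo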
# Rtt109 Vps75 = inhibitors of Candida albicans Rtt109/Vps75 histone acetyltransferase; purified Rtt109/Vps75, ThioGlo CoA-SH fluorescence, 4 h; inhibition, % at 34.9 µM; 330,000 compounds, 0.16% hits; AID 540336;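 active = inhibition of at least 50% in every replicate; inconclusive = best replicate reaches 50% inhibition but some replicates fall short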
# Target sequence (Q5AAJ8 whole entry, looked up): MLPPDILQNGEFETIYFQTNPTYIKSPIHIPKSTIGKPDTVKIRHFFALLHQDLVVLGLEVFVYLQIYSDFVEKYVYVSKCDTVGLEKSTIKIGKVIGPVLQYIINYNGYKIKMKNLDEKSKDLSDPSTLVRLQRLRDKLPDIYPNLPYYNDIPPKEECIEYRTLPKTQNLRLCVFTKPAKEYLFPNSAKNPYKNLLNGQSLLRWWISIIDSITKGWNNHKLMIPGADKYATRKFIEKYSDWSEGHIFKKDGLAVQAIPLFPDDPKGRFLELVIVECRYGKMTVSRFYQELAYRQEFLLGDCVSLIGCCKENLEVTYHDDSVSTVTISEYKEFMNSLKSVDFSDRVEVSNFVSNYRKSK
# V-ATPase pH = regulators of yeast V-ATPase proton transport. 350,000 compounds, 0.37% hits. response, % at 10 µM. S. cerevisiae, pHLuorin cytosolic pH fluorescence; in the data active = response mostly above about 7.3%, no sharp cut-off; inactive = mostly below about 5.4%; also: actives read high; inactives centre near 0; some compounds called inactive have numbers as strong as hits; reference of the scale not given here
# MITF TRPM1 HTS = activators of MITF-driven TRPM1 promoter activity in SK-MEL-5 cells | AID 588334 | 300,000 compounds, 0.75% hits | activation, % at 12.5 µM | SK-MEL-5 TRPM1-promoter luciferase, 24 h; % of positive control, neutral wells = 0;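 active = mean activation of at least 80% with every replicate also reaching 80%; inconclusive = mean reaches 80% but some replicate falls short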;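 also: 0% = neutral control wells and 100% = parthenolide positive control wells; values of inactives mirror those of a sister screen read the other way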
# CAL PDZ FP-1 = blocks peptide binding to the human CAL PDZ domain; Q9HD26; purified CAL PDZ, TMR-peptide fluorescence polarization, 1 h; inhibition, % at 24.9 µM; 300,000 compounds, 0.92% hits; AID 602252;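 active = mean inhibition of at least 30% with at least half of replicates also reaching 30%; inconclusive = no clear call, values can overlap the other calls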;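 also: 0% = DMSO neutral control and 100% = excess unlabeled competitor peptide PRC23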
# Wnt act = activates Wnt/beta-catenin signaling in a reporter cell assay | activator, plate reader | activation, % at 9.35 µM | 300,000 compounds, 1.2% hits | AID 743398; in the data active = activation above about 30%, passing the limit was not always enough; inconclusive = no clear call, values can overlap the other calls;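 also: 0% = neutral control wells and 100% = positive control wells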
# cardiac RTF act = increases calcium sensitivity of human cardiac regulated thin filaments; 340,000 compounds, 0.24% hits; activation, % at 7.2 µM; P19429+P45379; IANBD-labeled TnC RTF fluorescence at EC20 calcium; 0% EC20 calcium, 100% full calcium;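 active = activation above the mean over all tested compounds plus 3 SD, cut at about 30% in these data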;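 also: rise in fluorescence read as greater calcium sensitivity of cardiac thin filaments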
# Tat export inh = E. coli Tat transport inhibition | E. coli MC4100 TorA-mCherry Tat export, fluorescence | inhibition, % at 10 µM | 340,000 compounds, 0.036% hits | AID 488895;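 active = mean replicate inhibition at least 50% and at least half of replicates individually reaching 50%; inconclusive = only one of the two criteria met; inactive = neither criterion met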;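 also: exported cargo escapes ClpAP degradation while cytoplasmic cargo is degraded and loses fluorescence; 0% = median of neutral control wells and 100% = median of NaSCN control wells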
# CDK5 inh = blocks human CDK5/p35 kinase activity; Q00535+Q15078; Recombinant CDK5/p35, ADP-Glo luminescence, 60 min; inhibition, % at 10 µM; 330,000 compounds, 0.01% hits; AID 488839;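 active = highest replicate inhibition of at least 50% and at least 75% of replicates reaching 50%; inconclusive = only one of the two criteria met; inactive = both criteria failed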;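 also: plate controls were DMSO neutral control for no effect and GW8510 at 10 µM for full effect; many of its hits are not listed in these tables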
# Target sequence (Q00535 whole entry, looked up): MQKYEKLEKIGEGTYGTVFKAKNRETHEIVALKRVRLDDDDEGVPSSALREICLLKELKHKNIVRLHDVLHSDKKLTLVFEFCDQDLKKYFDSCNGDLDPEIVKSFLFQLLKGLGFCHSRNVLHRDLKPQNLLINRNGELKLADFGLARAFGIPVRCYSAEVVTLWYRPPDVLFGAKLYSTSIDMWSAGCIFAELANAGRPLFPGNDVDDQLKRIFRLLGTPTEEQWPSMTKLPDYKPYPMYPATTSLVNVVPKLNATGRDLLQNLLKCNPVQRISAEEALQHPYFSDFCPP
# Target sequence (Q15078 whole entry, looked up): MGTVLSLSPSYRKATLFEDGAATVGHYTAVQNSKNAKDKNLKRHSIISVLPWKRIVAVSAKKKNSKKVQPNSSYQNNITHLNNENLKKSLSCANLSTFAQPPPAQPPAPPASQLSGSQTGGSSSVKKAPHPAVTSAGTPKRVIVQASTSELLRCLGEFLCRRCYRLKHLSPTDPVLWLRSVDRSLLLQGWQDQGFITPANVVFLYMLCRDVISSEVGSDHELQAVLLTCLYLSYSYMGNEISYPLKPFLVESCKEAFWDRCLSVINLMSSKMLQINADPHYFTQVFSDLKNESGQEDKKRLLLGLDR
# CAL PDZ FP-2 = inhibitors of human CAL PDZ peptide binding | purified CAL PDZ, TMR-peptide fluorescence polarization, 1 h | inhibition, % at 20 µM | 330,000 compounds, 0.02% hits | AID 504414;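 active = highest replicate inhibition of at least 40%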;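 also: plate controls were DMSO neutral control wells for no effect and unlabeled competitor peptide control wells for full effect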
#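 System: tagged CAL PDZ domain. Schedule: 1 h room-temperature incubation prior to read. Signal: fluorescence polarization (mP). Measure: percent inhibition from loss of millipolarization.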
# * hit, by the source's call; ? = inconclusive; · = not tested or not shown.
SMILES,dFosB act,Rtt109 Vps75,V-ATPase pH,MITF TRPM1 HTS,CAL PDZ FP-1,Wnt act,cardiac RTF act,Tat export inh,CDK5 inh,CAL PDZ FP-2
CCOC(=O)c1sc2nc(CSc3ccccc3)nc(NCCN(C)C)c2c1C,-1.2,22.1,-1.2,10.2,6.2,-0.8,0.4,6.8,-1.5,-9.0
COc1cc(NC(=S)Nc2ccc3c(c2)OCCO3)cc(OC)c1OC,1.9,-3.6,1.4,-13.3,·,5.6,2.4,-17.0,-0.2,-0.1
COc1c(C)cc(S(=O)(=O)N2CCOCC2)c(C)c1C,0.2,2.1,3.6,-8.6,-2.3,-0.5,-3.5,1.2,0.6,0.1
O=C(Cn1cc[n+](CC(=O)c2ccccc2)c1)c1ccccc1,-0.7,?,2.1,-10.2,7.9,-4.5,3.1,-4.2,-0.4,·
O=C(COc1ccc2ccccc2c1)NNC(=O)C(=O)Nc1ccccc1,-1.4,42.5,-1.4,-1.0,-2.7,3.8,-5.9,-0.2,0.0,-2.5
CCOC(=O)N1CCC(NC(=O)Cn2ncc3c4ccccc4n(C)c3c2=O)CC1,-2.7,7.2,2.1,-10.8,-0.5,-1.9,7.2,-10.9,1.6,-1.7
Cc1cccc(C)c1NC(=O)C[n+]1cc(-c2ccccc2)n2c1CCC2,1.6,1.0,-1.2,·,·,-0.6,3.5,-3.1,0.2,-0.6
COc1c(C(=O)Nc2ccc(Br)cn2)ccc2ccccc12,3.5,-5.6,-0.5,66.7,-1.5,28.9,10.4,-8.0,0.3,-1.0
O=C(NC1CCCCC1)C1CCN(C(=O)c2ccc(-c3ccccc3)cc2)CC1,3.4,-9.4,-3.6,-1.2,4.2,-1.3,1.6,8.4,0.2,-0.3
CC[C@]12c3[nH]c4ccc(Cl)cc4c3CCN1C(=O)[C@@H](CC(=O)NCCc1ccccn1)C[C@@H]2C(=O)N1CCN(C(=O)C2CC2)CC1,-7.9,4.1,2.6,3.8,-2.7,-1.7,5.4,-10.4,-1.2,-6.5
COc1cc(/C=C(/C#N)C(=O)Nc2ccc(Cl)cc2)ccc1Oc1nc(Cl)ncc1F,-12.3,-6.8,-2.0,2.8,-4.6,0.2,3.0,-1.0,-0.8,-2.5
CCN(CC(=O)Nc1c(F)cccc1F)C(=O)c1cccc(S(=O)(=O)NCc2ccccc2)c1,-9.1,?,-0.7,6.2,-2.2,-0.6,-7.6,19.7,-0.6,-3.0
COc1ccc(-n2c(SCC(=O)NCc3ccco3)nc3sc4c(c3c2=O)CCN(C)C4)cc1,-6.2,-73.6,-1.5,17.4,-5.1,3.1,0.6,-3.0,0.4,-3.2
O=[N+]([O-])c1ccccc1Oc1ncccc1[N+](=O)[O-],-0.3,-2.3,-1.1,4.2,-3.0,0.3,-2.0,0.6,1.3,0.4
CC(=O)Nc1ccc2c(c1)-c1ccc(F)cc1C2,-4.5,12.0,-4.1,12.2,-1.9,9.3,4.9,-1.6,0.8,-1.1
COc1ccc(NC(=O)C2CCN(S(=O)(=O)c3ccc4c(c3)CC(C)N4C(C)=O)CC2)c(OC)c1 (stereo unspecified),-1.3,22.8,1.8,-7.2,1.4,-2.3,-3.4,-2.9,0.4,-1.4
CCOC(=O)C1=C(Nc2ccc(Br)cc2)CC(C)(O)C(C(=O)OCC)C1c1ccccc1 (stereo unspecified),-10.0,-5.2,-3.8,9.3,0.5,·,7.2,13.0,-1.9,-0.1
COc1ccc(/C=C2/C(=O)OCc3cc(OC)c(OC)cc32)cc1,2.7,7.7,3.1,-0.2,-4.9,·,-3.3,12.4,0.5,-0.9
CN1CCC(N(C)C(=O)/C(C#N)=C/c2ccccc2)CC1,-5.8,3.8,-0.6,0.7,2.6,1.1,4.9,-6.6,0.2,0.6
CC(=O)COc1ccc2c3c(c(=O)oc2c1)CCCC3,-11.4,-8.2,-79.1,0.3,-11.1,19.6,3.6,-3.7,-0.9,·
O=C(Nc1ccccn1)c1cc2ccccc2o1,-12.3,1.6,9.4,-62.2,-2.0,·,-5.5,-4.6,8.9,-1.7
CCOC(=O)c1ccc(N2CCN(C(C)=O)CC2)c(NC(=O)c2cccnc2)c1,-1.2,10.9,2.6,8.5,·,-0.4,4.8,-3.4,-0.6,1.2
COc1ccc(-c2nn(-c3ccccc3)cc2C=O)cc1[N+](=O)[O-],-6.7,-2.4,2.1,·,-4.0,0.0,-6.3,3.0,0.1,-4.9
CCOC(=O)c1c(=O)n(O)c2ccc(C)cc2[n+]1[O-],2.1,-0.8,1.5,2.6,-0.9,·,2.7,-5.4,1.6,-0.7
COc1cccc(NC(=O)Nc2ccccc2Br)c1,3.8,·,4.4,71.7,0.4,22.9,-3.3,-3.4,2.5,-2.9
Cc1cccc(NC(=O)CSc2ccc(-c3ccco3)nn2)c1,-2.5,-4.6,0.0,-7.6,-3.9,·,0.6,-14.0,0.9,-2.1
CC(=O)Nc1cccc(N(C)C)c1,-13.1,-3.7,-1.0,·,·,0.9,-1.4,-8.7,0.9,-1.1
CCOC(=O)c1ccc(NC(=O)Nn2cnnc2)cc1,0.1,-0.7,-2.4,2.0,·,5.3,2.1,-10.7,-1.4,-0.5
COc1ccc(S(=O)(=O)Nc2cc(C(C)C)c(O)cc2C)cc1,-2.3,-5.3,0.4,·,-8.8,-0.9,1.3,-2.9,0.6,-1.4
COc1ccccc1CN1CCCC(C(=O)N2CCCCC2)C1 (stereo unspecified),-5.2,-2.3,-5.0,-1.6,2.5,0.1,2.2,-1.5,0.9,-0.1
Cc1cccc(NC(=S)/N=C(\N)Nc2nc(C)c3ccccc3n2)c1,11.5,-8.0,3.0,1.1,·,4.7,7.2,16.8,0.1,-1.8
Cc1ccc(CN2CCN(Cc3ccc4c(c3)OCCO4)CC2CCO)cc1 (stereo unspecified),-9.7,-3.5,-0.2,-3.4,0.5,1.4,-1.9,0.1,-2.0,-1.9
CC1CN(C(=O)COC(=O)c2ccc3ncsc3c2)CC(C)O1 (stereo unspecified),3.1,-4.5,1.2,5.2,·,-1.0,-1.7,-2.8,1.1,-1.3
Cc1cc(C(=O)c2ccc(Cl)cc2)c(NC(=O)CCl)s1,-7.8,-7.0,1.7,-17.2,-0.9,·,3.7,-5.0,-0.9,-2.6
O=C(c1ccccc1C(F)(F)F)N1CCN(S(=O)(=O)c2ccccc2)CC1,6.9,-4.1,-0.8,7.1,-2.2,-1.3,2.1,-5.8,-0.8,-0.4
O=C(Nc1cccc(C(F)(F)F)c1)C1CCCN(S(=O)(=O)c2cnc[nH]2)C1 (stereo unspecified),2.7,7.9,-1.4,·,-2.6,-1.7,-2.3,1.9,0.7,-0.1
O=C(Nc1cccc2ncccc12)c1ccccc1Cl,-2.0,0.5,3.9,·,-3.8,-0.7,0.8,5.9,0.1,0.0
O=C(COC(=O)c1ccco1)Nc1ccc2c(c1)OCCO2,1.0,-2.7,3.6,3.1,1.5,3.2,2.8,-6.1,-0.6,-0.8
Cc1ccc(S(=O)(=O)NCCOc2cc(C)ccc2C)cc1,-8.9,4.1,-4.9,-10.6,-1.9,5.1,5.6,8.7,-1.3,-2.1
CN(C)c1ccc(/C=N/OC(=O)Nc2ccccc2Cl)cc1,6.9,-0.9,-2.0,36.2,1.0,-0.4,-2.7,0.9,1.2,1.1

# Profiles from above. Values in the order: dFosB act | Rtt109 Vps75 | V-ATPase pH | MITF TRPM1 HTS | CAL PDZ FP-1 | Wnt act | cardiac RTF act | Tat export inh | CDK5 inh | CAL PDZ FP-2
# CCOC(=O)c1ccc(N2CCN(C(C)=O)CC2)c(NC(=O)c2cccnc2)c1 reads -1.2 | 10.9 | 2.6 | 8.5 | · | -0.4 | 4.8 | -3.4 | -0.6 | 1.2
# Cc1ccc(CN2CCN(Cc3ccc4c(c3)OCCO4)CC2CCO)cc1 (stereo unspecified) reads -9.7 | -3.5 | -0.2 | -3.4 | 0.5 | 1.4 | -1.9 | 0.1 | -2.0 | -1.9

# (cont.)
SMILES,dFosB act,Rtt109 Vps75,V-ATPase pH,MITF TRPM1 HTS,CAL PDZ FP-1,Wnt act,cardiac RTF act,Tat export inh,CDK5 inh,CAL PDZ FP-2
O=C(COC(=O)/C=C/c1ccc([N+](=O)[O-])cc1)Nc1ccc2[nH]c(=O)[nH]c2c1,31.2*,8.7,-2.2,7.1,-9.7,1.8,12.9,0.8,1.1,-2.6
O=C(CSc1nnc2ccccn12)Nc1cccc(-c2nc3ccccc3s2)c1,?,7.7,-1.2,58.8,-0.6,-1.0,0.5,-0.5,0.8,-1.0
CC(C)c1ccccc1NC(=O)c1ccc2ncsc2c1,0.7,7.1,2.9,-9.4,2.7,-1.5,-5.8,-2.8,0.9,-3.0
COc1ccccc1CCCNC(=O)C1CCC(=O)N(CCCN2CCCC2=O)C1 (stereo unspecified),2.2,-2.4,3.0,-5.4,6.4,0.0,8.6,4.2,0.2,-2.4
Cc1ccc(NC(=O)NCCCN2CCCC2=O)c(C)c1,-9.9,-1.1,6.8,-13.4,·,0.1,-3.5,-3.1,-1.2,-10.0
CN1CCC(OC(c2ccccc2)c2ccccc2)CC1,1.3,2.5,-2.0,2.7,-1.5,-5.4,3.6,-11.8,-0.3,-0.1
O=C(CSc1n[nH]c(=O)[nH]c1=O)N1CCCCCC1,-1.4,10.1,-3.5,8.9,-1.7,1.7,2.2,-0.5,-3.1,0.0
Cc1cc(C(C)(C)C)oc1C(=O)N(CC(=O)NC1CCCC1)c1c(C)cccc1C,-19.0,6.0,-1.5,-4.6,-2.1,-1.8,-21.0,29.6,-1.4,-2.5
COc1ccccc1N1CCN(C2CC(=O)N(C)C2=O)CC1 (stereo unspecified),3.8,·,-1.8,-6.9,6.6,-0.5,4.2,2.9,0.1,-0.5
Cc1ccccc1C(O)c1cccnc1 (stereo unspecified),5.3,-9.0,-1.7,4.7,-0.2,-2.4,-8.6,-2.3,1.2,-3.4
CCCCN(CCCNC(=O)c1ccc2nc(N3CCOCC3)sc2c1)Cc1ccccc1,-2.7,11.7,-0.3,34.8,-2.6,-1.9,-2.3,2.3,1.5,-0.7
Brc1ccccc1/C=N/Nc1ccc2ccccc2n1,-3.9,-5.4,-1.6,37.4,-3.7,17.3,-9.8,-5.9,0.0,-1.5
COc1ccc(C2(CNC(=O)CCC(=O)O)CCCC2)cc1OC,-1.0,8.8,-2.2,2.0,-4.3,-0.8,-3.9,-9.8,0.2,-0.2
O=C(CSc1nncc2ccccc12)N1CCOCC1,-9.4,1.6,-0.6,-0.7,-1.0,0.7,11.2,-16.8,-0.3,-1.9
COc1ccc(C2CC(=O)N3CN(c4ccccc4F)CSC3=C2C#N)cc1OC (stereo unspecified),-11.5,-2.4,-4.3,·,·,-2.3,-4.0,7.9,0.5,0.3
COc1ccc(NC(=O)c2ccccc2Cl)cc1NC(=O)CN1CCOCC1,-10.8,-1.8,-6.6,13.7,7.0,0.1,-11.5,12.9,1.2,-2.9
CCOc1ccc(N/C=C/C(=O)c2ccc3ccccc3c2)c([N+](=O)[O-])c1,4.5,3.3,-1.1,77.8,-1.0,5.3,-9.8,-5.0,-1.1,-0.5
